Source: PubChem (Sanford-Burnham Center for Chemical Genomics)
NR3A LBD binder = modulators (binders) of human NR3A ligand-binding domain. Tm shift relative to glycine control, % at 25 µM. 2.5% of 340,000 active. AID 1259313. NR3A LBD differential scanning fluorimetry, Tm shift; 0% = protein alone, 100% = glycine-bound protein;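 active = melting temperature shift of at least 10% of the positive control shift, at one fixed dose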
MPTP inh = blocks calcium-induced mitochondrial swelling; isolated mouse mitochondria, Ca2+ swelling absorbance, 30 min; inhibition, % at 10 µM; 1.4% of 360,000 active; AID 602449;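 active = inhibition of 50% or more, scaled per plate between neutral and stimulator controls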;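 also: 0% = DMSO wells given calcium and 100% = 1 mM EGTA wells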
APJ ag = activates the human apelin receptor APJ; P35414; CHO-K1 APJ PathHunter beta-arrestin, luminescence; 0% DMSO wells, 100% apelin; activation, % at 20 µM; 0.11% of 330,000 active;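 active = activation more than six SD over the plate average, tested at 20 µM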;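 also: 0% = DMSO alone and 100% = apelin-13 at 10 nM; some results filed as inactive read as strong as hits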
Target sequence (P35414 whole entry, looked up): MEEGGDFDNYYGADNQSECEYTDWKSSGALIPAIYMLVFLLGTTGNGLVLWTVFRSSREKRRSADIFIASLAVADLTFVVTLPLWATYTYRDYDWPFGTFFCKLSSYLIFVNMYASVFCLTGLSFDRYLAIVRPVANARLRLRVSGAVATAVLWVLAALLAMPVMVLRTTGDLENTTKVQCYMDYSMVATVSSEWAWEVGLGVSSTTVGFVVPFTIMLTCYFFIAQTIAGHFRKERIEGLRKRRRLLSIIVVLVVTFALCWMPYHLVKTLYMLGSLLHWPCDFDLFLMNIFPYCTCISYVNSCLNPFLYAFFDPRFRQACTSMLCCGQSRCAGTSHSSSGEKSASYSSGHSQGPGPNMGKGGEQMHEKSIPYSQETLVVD
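system = engineered CHO-K1 APJ arrestin reporter cells | input = 1000 cells per well | timing = overnight seeding, 90 min compound at 25 °C, 1 h detection | measured by = enzyme-fragment complementation luminescence | read-out = beta-arrestin recruitment to APJ as agonist activity, luminescent signal | control set = negative DMSO alone, positive Apelin-13 at 10 nM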
MIN6 prolif = inducers of beta-cell replication in MIN6 cells. AID 2380. MIN6 cells proliferation, ATPlite luminescence, 48 h; cells starved in 0.2% serum; 100% = growth in 10% serum. 0.29% of 330,000 active. proliferation, % at 10 µM;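 active = compounds whose signal lies at least 3.5 SD above the mean of all wells on their plate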;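 also: 0% = DMSO-treated cells in low-serum medium and 100% = 10% serum control; some compounds called inactive have numbers as strong as hits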
APJ antagonist = antagonists of human APJ apelin receptor | P35414 | CHO-K1 APJ beta-arrestin complementation, luminescence | inhibition, % at 20 µM | 0.32% of 330,000 active;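 active = inhibition above about 40% at 20 µM, limit read from the data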;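 also: cells challenged with 10 nM apelin-13 agonist together with compound; plate controls were apelin-13 plus DMSO wells for no effect and DMSO wells lacking apelin-13 for full effect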
TIM10 inh = TIM10 yeast growth inhibition. 1.4% of 330,000 active. AID 463195. inhibition, % at 10 µM. S. cerevisiae TIM10 strain growth, BacTiter-Glo luminescence, 24 h;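 active = inhibition of 40% or more at the single tested concentration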;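 also: wild-type TIM10 isogenic control strain grown at permissive 25 °C; 0% = DMSO yeast wells and 100% = minimal medium wells without yeast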
tim10-1 inh = growth inhibitors of tim10-1 mutant yeast; S. cerevisiae tim10-1 ts strain growth, BacTiter-Glo, 24 h; inhibition, % at 20 µM; 2.2% of 330,000 active;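 active = inhibition of at least 40%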;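 also: mutant grown at 25 °C; 0% = DMSO wells with yeast and 100% = wells holding no yeast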
NLRP3 yeast inh = blocks the NALP3 inflammasome reconstituted in yeast; Yeast reconstituted NLRP3/ASC/caspase-1, beta-gal luminescence, 24 h; inhibition, % at 10 µM; 0.39% of 330,000 active; AID 2825;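 active = inhibition of 50% or more; inactive = inhibition below 50%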;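 also: plate controls were induced DMSO wells for no effect and uninduced yeast grown without galactose for full effect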
tim23-1 inh = tim23-1 yeast growth inhibition; S. cerevisiae tim23-1 growth, BacTiter-Glo luminescence, 24 h; inhibition, % at 20 µM; 1.3% of 330,000 active; AID 463212;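 active = growth inhibition of the mutant yeast at or above 50%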;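 also: temperature-sensitive mutant grown at 25 °C; plate controls were DMSO-treated mutant yeast for no effect and medium wells lacking yeast for full effect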
Starred values were filed as active, the others as inactive; nt = no result given. Hits appear at their usual frequency. About 7.2% of those tested had a hit in this group.

SMILES	NR3A LBD binder	MPTP inh	APJ ag	MIN6 prolif	APJ antagonist	TIM10 inh	tim10-1 inh	NLRP3 yeast inh	tim23-1 inh
CC(C)(C)OC(=O)N1CC(O)CC1C(=O)OCC(=O)c1ccccc1 (stereo not drawn)	0	-0.2	0	0	5	5	7	12	11
CN(C)S(=O)(=O)c1cccc(COC(=O)c2ccc(Cl)cc2O)c1	1	26	-3	-6	-40	-20	8	-6	18
O=C(Nc1ccc(Cl)cc1)N1CCc2[nH]c3ccccc3c2C1	250*	0.7	1	-2	5	22	23	23	48
CCOC(=O)CSc1nc2sc(C)c(C)c2c(=O)n1N	-2	-2.8	-2	-1	-3	-14	6	10	-9
Cc1ccc(Cn2ccc(=O)c(Cc3c(Cl)cccc3Cl)c2C)cc1	-1	2.2	2	0	-3	-4	12	1	15
c1ccc(CN(Cc2cccs2)C(c2cccs2)c2nnnn2C2CCCC2)cc1 (stereo not drawn)	2	1.1	-7	-4	16	19	23	3	19
COc1ccc2ccccc2c1/C=N\NC(=O)c1ccc(C)s1	-10	-0.6	-11	1	14	21	9	28	51*
CCCCn1c(N)c(N(CCOC)C(=O)CSCc2ccccc2C)c(=O)[nH]c1=O	4	-1.0	9	-2	24	-2	-5	9	16
O=C(Nc1cccc(Cl)c1)c1cnc[nH]1	-1	1.1	1	4	4	-1	6	8	9
C=CCc1cc(Cl)ccc1OCCNCCOC	-1	-2.0	-2	0	10	3	3	39	-2
O=C(c1cnccn1)N(Cc1ccco1)C1(C(=O)NC2CCCC2)CCCCC1	-1	-0.1	1	-3	2	1	21	10	16
O=C(C1CCC(=O)N1Cc1ccccc1Cl)N1CCN(c2ccc(F)cc2)CC1 (stereo not drawn)	0	-1.0	0	1	8	14	8	-2	9
COc1cccc(NC(=O)C2CCCN2S(=O)(=O)c2ccc3c(c2)C(C)(C)C(=O)N3C)c1 (stereo not drawn)	1	-2.3	-1	0	-46	8	7	6	12
Cc1cc(C)c(C#N)c(SCC(=O)Nc2nnc(-c3ccccc3)s2)n1	3	4.1	0	-2	0	-39	-1	19	-16
CC(=O)Nc1nccc(-c2cc(-c3ccccc3)no2)n1	-1	nt	4	-1	-4	8	-6	20	2
Cc1cccc(NC(=O)COc2ccccc2C)n1	1	-1.7	-4	1	14	-7	20	2	7
CCN1C(=O)/C(=C\c2ccc(F)cc2)N=C1SCC(=O)NCc1ccco1	5	1.1	-2	0	6	-14	14	6	6
O=C(O)CCN1C(=O)c2ccc(Oc3ccc4c(c3)C(=O)N(CCC(=O)O)C4=O)cc2C1=O	2	3.8	-5	1	-14	0	4	13	-12
CCCn1c(=O)c(C(=O)Nc2ccccc2C(=O)OC)c(O)c2ccccc21	-5	3.3	-1	-2	-15	2	-33	12	9
O=C(NC1CCCCC1)C(c1ccncc1)N(Cc1ccc(F)cc1)C(=O)c1ccccn1 (stereo not drawn)	0	-0.4	0	-2	-21	-13	2	11	4

Part of the list above, showing only APJ ag.
SMILES | APJ ag
CC(C)(C)OC(=O)N1CC(O)CC1C(=O)OCC(=O)c1ccccc1 (stereo not drawn) | 0
CN(C)S(=O)(=O)c1cccc(COC(=O)c2ccc(Cl)cc2O)c1 | -3

(further entries)
SMILES	NR3A LBD binder	MPTP inh	APJ ag	MIN6 prolif	APJ antagonist	TIM10 inh	tim10-1 inh	NLRP3 yeast inh	tim23-1 inh
COc1ccc(CC(=O)N2CC3(C)CC2CC(C)(C)C3)cc1OC (stereo not drawn)	1	4.2	-1	3	-11	3	15	11	17
Cc1nc2c(C(=O)N3CCOCC3)cnn2c(C)c1Cc1cccc(Cl)c1	nt	nt	-5	0	14	3	23	-5	6
COC1=CC(=Cc2c(N)n3nc(CC(=O)N4CCOCC4)sc3nc2=O)C=C(OC)C1=O	2	-2.4	-4	-3	11	1	-11	-7	3
COc1ccc(CCNc2oc(COc3ccc(Br)cc3)nc2C#N)cc1OC	-2	-0.6	-3	-6	-35	15	22	10	39
Cc1ccc(N2CC(C(=O)Nc3ccc4c(c3)OCCO4)CC2=O)cc1 (stereo not drawn)	0	-0.4	-1	-2	6	2	17	1	8
CS(=O)(=O)N1Cc2ccccc2CC1C(=O)OCC(=O)NCc1ccccc1 (stereo not drawn)	0	-0.2	-1	-3	-5	-3	-9	2	4
Cc1ccc2nc(SCn3nnc4ccccc4c3=O)[nH]c2c1	-5	0.6	0	-1	3	5	10	5	6
CCCCNC(C(=O)Nc1cccc(S(=O)(=O)N2CCOCC2)c1)c1ccccc1 (stereo not drawn)	-1	0.0	-2	-5	-2	21	23	-3	22
O=C(Cn1nnc(-c2cccs2)n1)NCc1ccco1	-2	-0.8	-2	-3	6	-10	0	14	0
C=CCC(C#Cc1ccc(C)cc1)N(CC)CC (stereo not drawn)	0	-0.6	-2	-3	-11	-15	15	14	1
COc1ccc(NC(=O)Cn2c(NCC(C)O)nc3ccccc32)cc1Cl (stereo not drawn)	2	1.0	-1	-5	-5	10	4	21	16
CC(CNC(=O)Cn1ccc(N)nc1=O)c1ccccc1 (stereo not drawn)	-4	-1.7	-3	-5	-2	-3	-1	16	10
Cc1ccc(C(=O)Nc2ccc3c(c2)OCO3)cc1NC(=O)c1ccco1	-1	-0.3	-2	-1	-14	11	-36	14	28
CCN(CC1CCCO1)C(=O)c1cc(COc2ccc(OC)cc2Cl)on1 (stereo not drawn)	0	-0.1	-1	2	17	5	13	18	7
CC(=O)Nc1ccccc1OCC(=O)NCCc1ccc(Cl)cc1Cl	-3	1.8	0	0	-10	21	15	5	16
O=S(=O)(NCC(c1cccnc1)N1CCN(c2ccc(F)cc2)CC1)c1ccc(F)cc1 (stereo not drawn)	0	-2.0	-1	-2	-9	-46	-37	16	-91
CN1C(=O)/C(=C\c2cccc(OCc3ccccc3)c2)SC1=S	0	1.3	0	-2	-3	7	5	0	4
O=C(Cn1nc(Cl)nc1Cl)Nc1ccccc1	3	-5.5	1	0	-6	14	7	-8	3
Cc1cc(C)cc(C(=O)NC(CC(N)=O)c2ccc(NCCN3CCCC3)c([N+](=O)[O-])c2)c1 (stereo not drawn)	-2	-2.4	0	-3	0	-3	-7	5	-4
O=C(CCS(=O)(=O)c1ccc(Cl)cc1)NCCC1=CCCCC1	1	-0.9	-6	2	8	0	8	13	17
COc1ccc(CNC(=S)Nc2ccc3nc(N4CCN(C)CC4)cc(C)c3c2)cc1	0	0.7	0	-4	6	0	0	-7	0
O=C(NNC(=O)c1ccc[nH]1)Nc1cccc(C(F)(F)F)c1	0	4.1	1	-2	11	2	-18	16	-1
O=C(NCc1nc2ccccc2[nH]1)C1=C[C@@H](c2ccccc2)C[C@@H](OCCCCO)O1	0	2.0	8	1	8	4	-5	23	11
Cc1ccccc1NC(=O)c1ccc(-n2cncn2)nc1	2	1.1	-3	-3	-29	8	4	19	6
O=C1/C(=C\c2ccsc2)N2CCC1CC2	0	1.0	1	-3	-1	-1	4	-3	1
c1ccc(Cn2c(Sc3nnnn3-c3ccccc3)nnc2-c2ccccc2)cc1	2	0.4	-1	-4	15	9	24	6	17
O=C(CCc1nnc(-c2ccccc2)o1)c1ccc(Cl)cc1	-3	1.8	0	-1	26	-24	-3	19	15
Cc1cc(Cl)ccc1OCCCC(=O)N1CCN(C)CC1	2	2.4	-1	0	10	-5	1	3	18
COC(=O)CCSCC(=O)Nc1ccc(S(=O)(=O)N2CCOCC2)cc1OC	1	-0.9	0	1	-13	-8	-2	2	0
Cc1nc(S/C(=C/c2ccc(-c3ccc(C(=O)O)cc3)o2)C(=O)O)n[nH]1	4	1.9	-1	-3	6	-10	4	23	-3
COc1ccc(C)cc1S(=O)(=O)N1CCCC(C(=O)NCC2CCCO2)C1 (stereo not drawn)	-2	0.5	-6	-1	0	-8	-3	-12	-15
CC(C)OC(=O)C1CC(C)(O)C(=O)C(C(=O)OC(C)C)C1c1ccc([N+](=O)[O-])cc1 (stereo not drawn)	0	-1.8	-1	-1	8	2	9	11	19
O=C(NCCCN1CCOCC1)C(=O)NCC1OCCN1S(=O)(=O)c1ccc(F)cc1 (stereo not drawn)	-1	-1.6	2	8	-18	0	-7	3	-10
CC(C)N1CCN(c2ccncc2S(=O)(=O)N2CCOCC2)CC1	0	0.0	-1	2	13	2	-1	14	12
Cc1c(C(=O)N2CCN(c3ncccn3)CC2)sc2nc3n(c(=O)c12)CCCC3	1	-0.4	-3	2	-1	-2	20	0	5
COCCn1c(C)cc(C(=O)CSc2nc(C)nc3sc4c(c23)CCC4)c1C	-1	10	-2	-3	12	15	3	19	-8
COc1ccc(NC(=O)CCSc2cc(C)c3ccccc3n2)cc1	-7	2.4	-4	4	3	-19	10	15	11
Cc1c(C)n(C)c2ccc(C(=O)NCCCN3CCN(c4ccccc4F)CC3)cc12	-3	-1.5	3	-8	13	5	19	10	14
O=C(NCC1CCCO1)c1cn(Cc2ccccc2)nc1-c1ccccc1 (stereo not drawn)	2	-0.9	1	2	-8	-1	-6	27	4
N#Cc1c(-c2ccccc2)cc(-c2ccccc2)[nH]c1=O	4	2.3	0	0	15	-23	-18	-8	-9

As entered above.
Under APJ ag, O=C(NCCCN1CCOCC1)C(=O)NCC1OCCN1S(=O)(=O)c1ccc(F)cc1 (stereo not drawn) has 2
Under APJ antagonist, O=C(NCC1CCCO1)c1cn(Cc2ccccc2)nc1-c1ccccc1 (stereo not drawn) has -8
Under MIN6 prolif, COCCn1c(C)cc(C(=O)CSc2nc(C)nc3sc4c(c23)CCC4)c1C has -3
Under APJ ag, COC(=O)CCSCC(=O)Nc1ccc(S(=O)(=O)N2CCOCC2)cc1OC has 0

Next section.
SMILES	NR3A LBD binder	MPTP inh	APJ ag	MIN6 prolif	APJ antagonist	TIM10 inh	tim10-1 inh	NLRP3 yeast inh	tim23-1 inh
O=C(NCc1ccco1)/C(=C\c1cccs1)NC(=O)c1ccsc1	-2	0.8	-2	0	0	-2	17	7	6
Cc1cccc(C(=O)O/N=C2\CCCc3ccccc32)c1	2	2.4	-4	-5	12	23	44*	37	18
COc1cc2nc(C3CCC3)n(NC(=O)C3CCCC(OC)C3)c(=O)c2cc1OC (stereo not drawn)	1	0.1	-5	-2	16	19	26	6	9
Cc1csc(NC(=O)C(NS(=O)(=O)c2ccc(Br)s2)c2ccccc2)n1 (stereo not drawn)	-20	1.1	0	-3	7	10	9	19	9
CCC(C)c1ccccc1NS(=O)(=O)c1cnn(CC)c1 (stereo not drawn)	-29	-0.2	-6	0	6	2	5	19	9
Cc1cccc(NC(=O)Nc2ccc(Oc3c(F)c(F)c(F)c(F)c3F)cc2)c1	nt	88*	3	-2	-2	-1	7	-2	-6
CC1=C(C)CC(C(=O)NCc2c(F)cccc2Cl)C(C(=O)O)C1 (stereo not drawn)	2	0.5	0	4	7	8	9	7	6
CCOC(=O)CNC1CC(=O)N(c2cccc(Cl)c2)C1=O (stereo not drawn)	5	0.3	-1	-2	-14	-16	-10	13	-3
CSc1cccc(NC(=O)COc2ccccc2C)c1	-1	1.2	1	-3	-10	-9	34	23	36
CCc1ccc(S(=O)(=O)Nc2nccs2)cc1	0	0.6	-1	3	-24	0	8	22	16
Cc1ccc(S(=O)(=O)NCC(=O)N2CCN(c3ccccn3)CC2)cc1	0	0.6	-2	-3	13	2	9	18	7
COc1ccc(/C=C/C(=O)N2CCC(c3ccccc3)C2)cc1 (stereo not drawn)	-2	2.7	-2	-1	-9	25	34	26	40
COc1cc(C2NC(=S)NC(c3ccccc3)=C2C(C)=O)cc(Br)c1OCC(N)=O (stereo not drawn)	-1	2.9	0	4	14	14	14	7	3
COc1ccc(OC)c(CCNC(=O)c2ccccc2NC(=O)C2=C(C)OCCS2)c1	1	1.6	0	-1	12	0	22	17	6
